Compound activity from PubChem BioAssay.
GalR3 antag: blocks the human galanin receptor 3; O60755; HEK293 GalR3-CNG cAMP membrane potential fluorescence; galR3 body fused to GalR1 C-terminus; inhibition, % at 3 µM; 360,000 compounds, 0.44% hits; AID 651719;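 active = inhibition above the screen-wide average plus 3 SD, cut at about 13% in these data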;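 note: forskolin and galanin both at EC90 stimulate the cells; cAMP rise reported by CNG channel membrane potential dye signal; 0% = forskolin plus galanin with DMSO and 100% = forskolin alone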
Target sequence (O60755 1-299 limits assumed): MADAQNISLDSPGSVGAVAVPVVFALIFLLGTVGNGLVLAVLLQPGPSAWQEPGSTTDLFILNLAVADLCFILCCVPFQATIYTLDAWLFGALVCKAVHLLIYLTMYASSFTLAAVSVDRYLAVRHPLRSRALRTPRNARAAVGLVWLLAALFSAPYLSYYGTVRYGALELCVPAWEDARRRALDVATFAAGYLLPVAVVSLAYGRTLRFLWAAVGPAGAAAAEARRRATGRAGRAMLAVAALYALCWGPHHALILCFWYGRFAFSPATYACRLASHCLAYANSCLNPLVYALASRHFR
* hit, by the source's call.

Compound	GalR3 antag
CO[C@@H]1CN(C)C(=O)c2cc(NC(=O)NC3CCCCC3)ccc2OC[C@@H](C)N(CC2CCOCC2)C[C@@H]1C	-6
COCC(=O)Nc1ccc2c(c1)[C@@H]1C[C@H](CC(=O)NCc3ccccc3)O[C@@H](CO)[C@@H]1O2	-6
CN(C)CCCNc1nc2cc(-c3cccc(C(F)(F)F)c3)sc2c(=O)n1C	-7
CCCCCCC12C(=Cc3cc4c(cc31)OCCO4)c1cc(OC)c(OC)cc1C(CC(=O)O)N2C(=O)OC (stereo not drawn)	3
COc1ccc2nc3n(c(=O)c2c1)-c1cc2ccccc2cc1C(=O)NC3Cc1ccc(O)cc1 (stereo not drawn)	-2
Cc1onc(-c2ccccc2Cl)c1C(=O)O/N=C(\N)c1cccc([N+](=O)[O-])c1	-8
Cc1ccc([C@@H]2C[C@H]3[C@@H](CN2S(=O)(=O)c2ccc(C)cc2)C(=O)C[C@@H](c2ccccc2F)N3S(=O)(=O)c2ccc(C)cc2)cc1	-4
O=P(c1ccccc1)(c1ccccc1)c1ccccc1C(Br)Br	-11
O=c1[nH]cc(S(=O)(=O)N2CCN(c3ccccc3F)CC2)c(=O)[nH]1	-8
CCOc1ccc(CCN2C(=S)N([C@@H](CC(C)C)CN3CCCC3CN3C(=S)NC[C@@H]3Cc3ccc(O)cc3)C[C@@H]2Cc2ccc(O)cc2)cc1 (stereo partly drawn)	-4
CC1=C(C(=O)N2CCCCCC2)CC(CC(=O)NCC2CCCCC2)C(=O)N1Cc1ccc(F)cc1 (stereo not drawn)	-3
CCOc1cccc(CN2CCC(Oc3ccc(C(=O)N4CCCC4)cc3)CC2)c1O	-1
COc1ccc(Br)c(Cn2c(C)c(C(=O)NCc3ccc(F)cc3)sc2=O)c1	-3
CC(O)(c1cccc(F)c1)c1nc(-c2cc(F)cc(F)c2)cs1 (stereo not drawn)	-6
CC(=NNC(N)=S)c1ccc2cc3c(cc2c1)OCO3	0

Not a retest: six of the compounds above.
Compound	GalR3 antag
CCOc1ccc(CCN2C(=S)N([C@@H](CC(C)C)CN3CCCC3CN3C(=S)NC[C@@H]3Cc3ccc(O)cc3)C[C@@H]2Cc2ccc(O)cc2)cc1 (stereo partly drawn)	-4
CC1=C(C(=O)N2CCCCCC2)CC(CC(=O)NCC2CCCCC2)C(=O)N1Cc1ccc(F)cc1 (stereo not drawn)	-3
CCOc1cccc(CN2CCC(Oc3ccc(C(=O)N4CCCC4)cc3)CC2)c1O	-1
COc1ccc(Br)c(Cn2c(C)c(C(=O)NCc3ccc(F)cc3)sc2=O)c1	-3
CC(O)(c1cccc(F)c1)c1nc(-c2cc(F)cc(F)c2)cs1 (stereo not drawn)	-6
CC(=NNC(N)=S)c1ccc2cc3c(cc2c1)OCO3	0

(further entries)
Compound	GalR3 antag
O=C(Nc1ccc(Cl)cc1)C1Cc2c(-c3ccc(Cl)cc3)ccnc2O1 (stereo not drawn)	-3
CCOc1ccc2c(S(=O)(=O)O)cccc2c1[N+](=O)[O-]	-8
O=C1C=CC(=O)N1CCCCCCCCCCN1C(=O)C=CC1=O	-4
Cc1cc(N2CCN(C(=O)OC(C)(C)C)C[C@@H]2C)ccc1N1CCN(Cc2ccccc2)[C@@H](C)C1	-7
CC(C)(C)NC(=S)N1CCC2CC1c1cc(-c3ccc4c(c3)OCO4)ccc12 (stereo not drawn)	0
CNc1cnc(-c2ccc(O)c(OC)c2)cn1	-3
CCCOc1ccc(F)cc1-c1cc(C(=O)Nc2cc(OC)c(OC)c(OC)c2)[nH]n1	0
Cc1cc(F)ccc1-c1cc(C(=O)NCC2CCCCC2)[nH]n1	-4
COc1ccc2oc3cc(NCCN(C)C)ccc3c(=O)c2c1	-9
N#Cc1ccc(OCCCN2CCC(C(O)(c3ccccc3)c3ccccc3)CC2)c(F)c1	-9
CN(NC(=O)NN(C)C(=O)c1ccccc1)C(=O)c1ccccc1	-4
COC(=O)C1=C(C)N(C)C(=NCC2CC2)NC1c1ccccc1 (stereo not drawn)	-4
COC(=O)C1=C(C)N(Cc2cccc(C(F)(F)F)c2)C(=NCc2ccc(OC)cc2)NC1c1ccccc1 (stereo not drawn)	-6
CCOC(=O)[C@]12CCCC=C1N(CCC1=CCCCC1)C(=O)[C@H](CC(=O)NCc1cccc(C(F)(F)F)c1)C2	-10
CCCCn1c(N)c(N(CC(C)C)C(=O)c2cc3ccccc3cc2OC)c(=O)[nH]c1=O	-2

Compound	GalR3 antag
CC(=O)N(O)c1ccc(C=Cc2ccccc2)cc1	-8
CCOC(=O)c1sc(N)nc1C(F)(F)F	-7
Cc1ccc(SC2=C(N(C)C)C(=O)c3ccccc3C2=O)cc1	-4
O=C(CC1C[C@H](C(=O)N2CCCCC2)[C@@]2(CCc3ccccc3)c3[nH]c4ccccc4c3CCN2C1=O)NCCc1ccccn1 (stereo partly drawn)	-5
Nc1c(N(Cc2ccco2)C(=O)COc2ccc(Cl)cc2)c(=O)[nH]c(=O)n1Cc1ccccc1	-4
COc1ccccc1CN(C)C(=O)c1cc(S(=O)(=O)N2CCCCCC2)ccc1OC	-10
CCc1ccc(C(C#N)=CC=Cc2ccccc2)cc1	-4
Cc1ccc(Cc2c(-c3ccccc3)nc3c4ccccc4ccn23)cc1	-8
COC1C(CO)OC(n2c3c(Cl)cccc3c3c4c(c5c6cccc(Cl)c6[nH]c5c32)C(=O)NC4=O)C(O)C1O (stereo not drawn)	-4
CCOC(=O)[C@]12CCC=C1N(Cc1ccc(Cl)cc1Cl)C(=O)[C@H](CC(=O)NCC13CC4CC(CC(C4)C1)C3)C2	-5
CCOC(=O)[C@]12CCCC=C1N(CCC1=CCCCC1)C(=O)[C@H](CC(=O)N1CCN(C(=O)c3ccco3)CC1)C2	-4
CN(Cc1ccc(Cl)c(Cl)c1)C(C(=O)NCc1ccccc1)c1ccc(C(F)(F)F)cc1 (stereo not drawn)	-9
Cc1ccccc1C(=O)N(C)[C@H]1C[C@H]2c3[nH]c4ccccc4c3CCN2C[C@H]1[C@H](C)O	-5
COC(=O)[C@@]12C[C@@H](CC(=O)N3CCSCC3)C(=O)N(Cc3ccccc3)C1=CCC(C)(C)C2	-7
CC1(C2CCCC2)NC(=O)NC1=O (stereo not drawn)	-2

Compound	GalR3 antag
COc1ccc(CCNC(=O)c2ccc(NC(=O)CC3SC(N4CCCCC4)=NC3=O)cc2)cc1 (stereo not drawn)	-6
S=c1nn[nH]c2ccccc12	3
Nc1[nH]c(C(=O)c2ccccc2)c(-c2ccc3c(c2)OCO3)c1C(=O)NCCc1c[nH]c2ccccc12	-3
CC(=O)Oc1ccc(Cn2c(C)c(C(=O)NC3CC3)sc2=O)cc1	1
CC(=O)OCC1=C(C(=O)O)N2C(=O)[C@@H](NC(=O)CSc3ccncc3)[C@H]2SC1	-3
CCC[C@H]1CN(c2ccc(OC)cc2)C(=O)[C@@H]1CC(=O)Nc1ccccc1	-7
CC(C)(O)C#Cc1ccc(CNC[C@H]2O[C@@H](n3cnc(C(N)=O)n3)[C@H](O)[C@@H]2O)s1	-6
CCCCCCCCN1C(=O)[C@H](CC(=O)NCC23CC4CC(CC(C4)C2)C3)C[C@@]2(C(=O)OCC)CCC=C12	-8
COc1cc(CNC[C@H]2O[C@@H](n3ccc(N)nc3=O)[C@H](O)[C@@H]2O)ccc1OCc1cccc(Cl)c1	2
CCOC(=O)CCCCCC(=O)Nc1ccc2c(c1)C(=O)N([C@@H](C)CO)C[C@H](C)[C@H](CN(C)C(=O)Nc1ccc(F)cc1)OCCCC[C@H](C)O2	-4
Cc1cccc(C)c1N1C(=O)c2ccccc2NC(=O)C1C(=O)NCCc1ccccc1 (stereo not drawn)	-7
CC(=NNC(=S)Nc1ccc(C)cc1)c1ccccn1	-3
COC(=O)CCC(C)C1CCC2C3CCC4CC(O)CCC4(C)C3=CC(=O)C12C (stereo not drawn)	-4
Cc1cc(=O)oc2cc(OCC(=O)Nc3ccc(F)cc3F)ccc12	-3
COC(=O)C1=C(C)N(Cc2ccc(C(F)(F)F)cc2)C(=NCc2ccc3c(c2)OCO3)NC1c1ccccc1 (stereo not drawn)	-4

3 compounds out of the list, sorted by molar mass, rising:
Compound	GalR3 antag
S=c1nn[nH]c2ccccc12	3
CC(C)(O)C#Cc1ccc(CNC[C@H]2O[C@@H](n3cnc(C(N)=O)n3)[C@H](O)[C@@H]2O)s1	-6
COC(=O)C1=C(C)N(Cc2ccc(C(F)(F)F)cc2)C(=NCc2ccc3c(c2)OCO3)NC1c1ccccc1 (stereo not drawn)	-4

(further entries)
Compound	GalR3 antag
CCOc1ccccc1C=NNC(=O)C1CC1	-4
CCOc1ccccc1C(=O)N1CCC[C@@H]1C(=O)N1CCC[C@H]1C(=O)NCc1ccccc1	-5
CC1(C(=O)NS(=O)(=O)c2ccccc2Cl)CCN1C(=O)CCc1ccccc1 (stereo not drawn)	9
C[C@@H]1CN([C@H](C)CO)S(=O)(=O)c2ccc(C#Cc3cccc(F)c3)cc2O[C@@H]1CN(C)C(=O)CN1CCOCC1	-7
C[C@@H]1C(=O)N(c2ccccc2)[C@@H]1c1ccncc1	-3
C[C@@H]1CN([C@@H](C)CO)S(=O)(=O)c2ccc(Br)cc2O[C@@H]1CN(C)Cc1cccnc1	-6
COc1cccc2c1C1(O)C2CCCCCCCCCC12OCCCO2 (stereo not drawn)	-1
N#Cc1c(Nc2ccccc2)[n+]([O-])c2ccc(Cl)cc2[n+]1[O-]	-3
O=C(Cc1ccc(NC(=O)C2CCCN(C(=O)c3ccccc3)C2)cc1)Nc1cccc(C(=O)N2CCCCC2)c1 (stereo not drawn)	1
CN1C[C@@H]2[C@@H]3C(=O)N(C)C(=O)[C@@H]3[C@](C)(C1=O)N2C(=O)c1ccc(C(C)(C)C)cc1	-5
CN(C)CCNC(=O)c1cccc(-c2cnc3c(NC=O)cc(-c4ccc(F)cc4)cn23)c1	-7
O=C1NC(=O)C2(CCCc3c([N+](=O)[O-])cccc32)N1 (stereo not drawn)	-3
O=C(NN=Cc1ccc([N+](=O)[O-])cc1)c1ccncc1	-5
O=C(NCc1ccc2c(c1)OCO2)c1[nH]c(C(F)(F)F)nc1-c1ccccc1	-4
CCC(=O)CN(Cc1cc(OC)ccc1OC)S(=O)(=O)c1ccccc1Br	-6

Compound	GalR3 antag
CCOC(=O)c1ccc(NC(=O)c2nc[nH]c2C(=O)NC[C@H](C)O)cc1	-7
COc1ccccc1N1CCN(C(=O)CN(C)S(=O)(=O)c2ccc(C)cc2)CC1	0
C(=C\c1ccccc1)/CN1CCN(C(c2nnnn2-c2ccc3c(c2)OCCO3)C2CC2)CC1 (stereo not drawn)	-10
CCOc1ccccc1N=C1SCC(C)N1C(=O)C1CCN(c2ncnc3sc(C)c(C)c23)CC1 (stereo not drawn)	-4
CC(C)C[C@H]1COc2cccc(N3CCCC3)c2S(=O)(=O)N1	-5
Cc1ccc(S(=O)(=O)N2CCOCC2)cc1C(=O)NC1CCN(Cc2ccccc2)CC1	2
COC(=O)C1=C(C)N(Cc2cccc(C(F)(F)F)c2)C(=NCc2ccc(C(F)(F)F)cc2)NC1c1cccc(C(F)(F)F)c1 (stereo not drawn)	0
COc1cc(C(=O)N2CCCC(c3cc(C(=O)NCc4ccc(F)cc4)no3)C2)cc(OC)c1C (stereo not drawn)	-9
O=[N+]([O-])c1cc(S(=O)(=O)Oc2ccccc2)ccc1Cl	-9
CCOc1ccc(S(=O)(=O)Nc2cccc(C(=O)N(C)CC(=O)Nc3ccc(OC)cc3)c2)cc1	-5
COc1ccc(NC(=O)N2C[C@H]3CON(C)[C@H]3C[C@H]2c2ccc(N3CCCCC3)cc2)cc1	-8
O=C(c1ccc(S(=O)(=O)NCc2ccco2)cc1)N1CCN(Cc2ccccc2F)CC1	-6
Cn1nccc1-c1ccc(C(=O)Nc2cccc(NS(C)(=O)=O)c2)c2occc12	2
N#CC(=C(O)COC(=O)CCC1CCCCC1)c1nc2ccccc2[nH]1	-8
O=C(CCNS(=O)(=O)c1ccccc1)OCc1ccc([N+](=O)[O-])cc1	-5

Compound	GalR3 antag
S=C1NCCOc2ccccc21	-6
C=CCOC(=O)N1CCC2CC1c1c(-c3ccc(C(F)(F)F)cc3)cccc12 (stereo not drawn)	-8
COc1cc(OC)cc(C2=Cc3ccccc3C(CC(C)=O)N2c2ccc(C#CCCO)cc2)c1 (stereo not drawn)	-2
CC(=O)Nc1cccc(-c2ccnc3c2CC(C(=O)Nc2ccc(C(C)C)cc2)O3)c1 (stereo not drawn)	-6
Cc1cccc(C)c1-n1nnnc1SCc1nc(N)nc(N(C)C)n1	-5
NC(Cc1ccc(Cl)cc1)c1csc(Nc2ccc(C(=O)c3ccccc3)cc2)n1 (stereo not drawn)	-5
CC(CC(=O)c1ccccc1)=NCCCN=C(C)CC(=O)c1ccccc1	0
O=C1CCN(C(=O)Cc2ccccc2)c2ccccc21	-4
CCOC(=O)C1=CCN(S(=O)(=O)c2ccc([N+](=O)[O-])cc2)C1c1ccc(C)cc1 (stereo not drawn)	-3
O=C(O)c1ccccc1-c1ccc([N+](=O)[O-])cc1Cl	-6
CCOC(=O)c1c(-c2ccc(OC)cc2)oc2c1C(OC(C)=O)CCC2 (stereo not drawn)	-7
O=C(O)c1cc([N+](=O)[O-])ccc1Oc1ccccc1	-4
O=C(NCc1ccccc1)C1C(=O)Nc2ccccc2C(=O)N1c1ccc2c(c1)OCCO2 (stereo not drawn)	-5
CC(=O)C1=C(C)N(Cc2ccc(Br)cc2)C(=S)NC1c1cccc(Br)c1 (stereo not drawn)	-7
CCCN(C)C[C@H]1Oc2cc(C#Cc3ccc(F)cc3)ccc2S(=O)(=O)N([C@H](C)CO)C[C@@H]1C	1
O=C(Cn1cc(COc2ccc(Cl)c(Cl)c2)nn1)NS(=O)(=O)c1ccccc1C(F)(F)F	-5
Cc1cc(C)n2nc(C(=O)OCC(=O)Nc3ccc(Cl)cc3)nc2n1	-3
CCCS(=O)(=O)NC(=O)C1(C)CCN(C(=O)COc2ccc(Cl)cc2Cl)C1 (stereo not drawn)	-2

Not all compounds are listed. The share of hits here may be higher or lower than overall.
